Screening results as filed in PubChem BioAssay.
DENV2 CPE: inhibitors of DENV2 cytopathic effect, primary screen, cell-based, plate reader, single concentration; DENV2-infected cells, cytopathic effect rescue; CPE inhibition, % at 9.99 µM; 350,000 compounds, 1.7% hits; AID 651640, 2012; in the data active means CPE inhibition above about 20%, passing the limit was not always enough; inconclusive means no clear call, values can overlap the other calls; tested in BHK-21 cells;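 further: 0% = median of neutral control wells and 100% = median of positive control wells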
Casp6 inh: human caspase-6 inhibitors, primary screen, biochemical, VEID-R110 fluorescence, single point, set 2 | purified caspase-6, Z-VEID-R110 cleavage fluorescence | inhibition, % at 12.5 µM | 350,000 compounds, 0.53% hits | AID 686996, 2013;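 active means mean inhibition across replicates at least about 35%, with every replicate also reaching that limit, limit read from the data; inconclusive means only one of the two criteria met; inactive means neither criterion met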;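 further: 0% = median of neutral control wells and 100% = no fluorescence left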
ERAP1 HTS inh: human ERAP1 aminopeptidase inhibitors, primary screen, biochemical, single point, plate reader. recombinant ERAP1, Leu-AMC fluorescence, 60 min. 340,000 compounds, 0.15% hits. inhibition, % at 10.7 µM;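 active means mean replicate inhibition of at least 30%, or all replicates individually reaching that 30% level; inactive means mean below 30% and not every replicate reaching it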;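 further: 0% = neutral control wells and 100% = L-leucinethiol positive control wells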
Target sequence (Q9NZ08 whole entry, looked up): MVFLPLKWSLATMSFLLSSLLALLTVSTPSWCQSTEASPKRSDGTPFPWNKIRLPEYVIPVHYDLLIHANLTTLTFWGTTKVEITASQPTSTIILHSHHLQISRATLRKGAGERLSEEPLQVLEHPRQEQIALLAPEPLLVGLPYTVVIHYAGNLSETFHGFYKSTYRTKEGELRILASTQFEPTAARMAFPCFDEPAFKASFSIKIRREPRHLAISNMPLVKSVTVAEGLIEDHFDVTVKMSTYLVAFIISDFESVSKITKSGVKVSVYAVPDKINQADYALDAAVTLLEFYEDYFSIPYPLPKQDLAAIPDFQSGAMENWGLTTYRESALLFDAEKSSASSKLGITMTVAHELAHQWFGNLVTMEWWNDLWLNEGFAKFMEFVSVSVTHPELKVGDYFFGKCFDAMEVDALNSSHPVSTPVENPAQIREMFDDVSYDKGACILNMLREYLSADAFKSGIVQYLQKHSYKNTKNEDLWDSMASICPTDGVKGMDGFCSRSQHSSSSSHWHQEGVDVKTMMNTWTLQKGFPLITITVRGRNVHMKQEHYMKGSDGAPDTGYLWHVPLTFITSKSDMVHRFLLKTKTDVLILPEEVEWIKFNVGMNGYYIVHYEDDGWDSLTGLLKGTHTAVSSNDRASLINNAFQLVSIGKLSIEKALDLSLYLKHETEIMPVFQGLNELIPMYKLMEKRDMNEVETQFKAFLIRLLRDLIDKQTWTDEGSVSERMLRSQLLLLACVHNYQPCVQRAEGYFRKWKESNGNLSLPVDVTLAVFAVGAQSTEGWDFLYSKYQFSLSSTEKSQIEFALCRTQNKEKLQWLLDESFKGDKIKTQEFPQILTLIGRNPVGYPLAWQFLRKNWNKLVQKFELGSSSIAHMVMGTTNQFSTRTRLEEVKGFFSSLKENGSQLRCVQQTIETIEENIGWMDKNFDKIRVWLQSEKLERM
F508del corr: F508del CFTR correction, initial screen, CFBE line, single point | CFBE cells, YFP halide quenching; stimulated with forskolin plus potentiator P3; % fluorescence drop versus neutral controls | activity (quench increase), % at 7.58 µM | 350,000 compounds, 0.36% hits;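 active means mean added fluorescence quench of at least 8% versus neutral control, with both replicates also reaching 8%; inconclusive means only one of the mean or replicate conditions met; inactive means mean below 8% and not both replicates reaching 8%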;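 further: cells transiently co-express mutant CFTR-F508del with the halide-sensitive YFP; corrector assay measuring rescue of mutant channel to the surface after 24 h compound exposure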
miR122 inh: miR-122 Renilla sensor signal increase in Huh7, primary screen, miR-122 inhibitor project, cell-based, single point, plate reader; activation (reporter increase), % at 12.5 µM; 340,000 compounds, 0.3% hits; Huh7 miR-122 Renilla luciferase sensor, 48 h; neutral wells = 0, positive control = 100;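 active means mean replicate activation score at least 90 and every replicate individually at or above 90; inconclusive means only one of the two criteria met; inactive means neither criterion met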;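 further: higher luciferase means less miR-122 activity so hits act as miR-122 inhibitors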
SIRT5 block: SIRT5 desuccinylase inhibitors, primary screen, biochemical, fluorescence imaging, single point, set 5; Purified SirT5, succinyl-peptide AMC, trypsin-coupled fluorescence; inhibition, % at 15 µM; 330,000 compounds, 1.1% hits; NAD-dependent protein deacylase sirtuin-5, mitochondrial (Homo sapiens), Q9NXA8; in the data active means inhibition above about 15%; inconclusive means no clear call, values can overlap the other calls
ERp5 block: inhibitors of ERp5-driven insulin aggregation, primary screen, biochemical, turbidity, absorbance 650 nm, single point | Protein disulfide-isomerase A6 (Homo sapiens), Q15084 | 90 min | inhibition, % at 9.99 µM | 350,000 compounds, 0.05% hits;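 active means mean replicate inhibition above about 25%, with every replicate also reaching it, limit read from the data, passing the limit was not always enough; inconclusive means only one of those two criteria met; inactive means neither criterion met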
Numbers without * were called inactive; ? = inconclusive; / = no result given; [ ] = another dose, or the depositor's remark.

item	DENV2 CPE	SIRT5 block	miR122 inh	Casp6 inh	ERp5 block	ERAP1 HTS inh	F508del corr	canonical_smiles
1	7	-3	-4	3	11	-3	-0.5	COc1cccc(S(=O)(=O)NCc2ccc(C(=O)N3CCN(c4ccccc4OC)CC3)cc2)c1
2	-2	2	-4	-4	3	-3	-3.9	CN(CCc1ccccn1)C(=O)c1ccc(OC2CCN(CCc3ccccc3)CC2)cc1
3	1	-2	/	0	4	1	1.2	COc1ccc(O)c(C(=O)c2cc(C#N)c(=O)n(Cc3ccccc3)c2)c1
4	1	0	2	-1	0	-4	/	CCCn1c(=O)n(N)c2ccccc21
5	0	-2	/	-4	-5	0	1.5	Cc1c(C(=O)c2ccc(Br)cc2)c(=O)n(C)c(=O)n1C
6	5	-1	1[16.7 µM]	0	-3	6	0.9	CCC(=O)N(C)C[C@@H]1Oc2cc(-c3ccncc3)ccc2S(=O)(=O)N([C@@H](C)CO)C[C@@H]1C
7	2	/	/	0	7	-2	0.7	N#Cc1ccc(Oc2ncccn2)cc1
8	?	-14	/	-5	-2	0	0.0	O=C(NC1CCCC1)N1CC(=O)N2[C@H](CO)[C@H](c3ccc(C4=CCCC4)cc3)[C@@H]2C1

Arranged by the number under Casp6 inh (lowest first): some entries from above
item	DENV2 CPE	SIRT5 block	miR122 inh	Casp6 inh	ERp5 block	ERAP1 HTS inh	F508del corr	canonical_smiles
8	?	-14	/	-5	-2	0	0.0	O=C(NC1CCCC1)N1CC(=O)N2[C@H](CO)[C@H](c3ccc(C4=CCCC4)cc3)[C@@H]2C1
4	1	0	2	-1	0	-4	/	CCCn1c(=O)n(N)c2ccccc21
7	2	/	/	0	7	-2	0.7	N#Cc1ccc(Oc2ncccn2)cc1

More entries:
item	DENV2 CPE	SIRT5 block	miR122 inh	Casp6 inh	ERp5 block	ERAP1 HTS inh	F508del corr	canonical_smiles
9	-4	-1	1	2	-1	0	0.0	O=C(Nc1cccc(S(=O)(=O)N2CCCC2)c1)c1cc(=O)[nH]c2ccccc12
10	3	0	-11	1	-3	-3	-0.1	COc1ccc(CC(=O)NCCc2ccc(OC)c(OC)c2)cc1
11	2	0	4	-101	0	1	-1.7	CCC(=O)c1ccc(OCC(=O)NCCCN2CCOCC2)cc1
12	-9	9	-5[16.7 µM]	0	1	-1	-2.5	C[C@@H]1CCCCO[C@H](CN(C)C(=O)Nc2ccc3c(c2)OCO3)[C@H](C)CN([C@@H](C)CO)C(=O)c2cc(N(C)C)ccc2O1
13	4	/	/	-2	5	-2	2.5	COc1ccc(CN2C[C@@H](C)[C@H](OC)CN(C)C(=O)c3cc(NC(=O)c4nc5ccccc5s4)ccc3OC[C@H]2C)cc1
14	-2	5	/	-1	7	2	1.8	CC(C)(C)n1nnnc1C(c1ccccc1)N1CCN(c2ccc(F)cc2)CC1 (stereo not drawn)
15	-3	0	/	1	-1	4	-1.0	CO[C@@H]1CN(C)C(=O)c2cc(NC(C)=O)ccc2OC[C@@H](C)N(C(=O)Cc2ccccn2)C[C@H]1C
16	?	3	/	0	-2	0	0.7	O=C(Nc1ccccc1F)N1CC(=O)N2[C@@H](CO)[C@@H](c3ccc(C#CC4CC4)cc3)[C@@H]2C1

(further entries)
item	DENV2 CPE	SIRT5 block	miR122 inh	Casp6 inh	ERp5 block	ERAP1 HTS inh	F508del corr	canonical_smiles
17	2	-1	/	0	3	-3	1.8	Cc1ccc(N=c2c([N+](=O)[O-])nn(-c3ccc4c(c3)OCCO4)n2O)cc1F
18	17	0	-1	0	7	5	-1.4	Cc1cccc(C)c1NC(=O)CN1N=NC2C(=O)N(c3cccc(Cl)c3)C(=O)C21 (stereo not drawn)
19	-4	0	-6	-3	-4	2	-2.2	CN1CCN(C(=O)c2cccn(Cc3cccc(Cl)c3)c2=O)CC1
20	-5	1	/	1	0	0	-0.2	CC(C)(C)Sc1ccccc1S(=O)(=O)C(C)(C)C
21	0	-2	3	3	0	3	1.2	Cc1noc(C)c1COc1ccccc1C(=O)NC1CCC(C)CC1 (stereo not drawn)
22	-1	-1	1	-1	-1	-1	0.3	CCCC(=O)Nc1c(C(=O)OCC)oc2ccccc12
23	7	0	20[16.7 µM]	2	-1	7	3.4	CCCC#Cc1cnc2c(c1)C(=O)N([C@H](C)CO)C[C@@H](C)[C@H](CN(C)Cc1ccc3c(c1)OCO3)O2
24	0	13	0[16.7 µM]	-2	0	4	-2.6	CO[C@@H]1CN(C)C(=O)c2cc(NC(=O)NC(C)C)ccc2OC[C@H](C)N(C(=O)CC2CC2)C[C@@H]1C

(more compounds)
item	DENV2 CPE	SIRT5 block	miR122 inh	Casp6 inh	ERp5 block	ERAP1 HTS inh	F508del corr	canonical_smiles
25	1	/	/	-2	9	5	-1.7	Cc1cccc(C)c1NC1=C(Cl)C(=O)OC1OC(C)C (stereo not drawn)
26	-12	-3	-12	12	1	-2	-0.5	COc1ccc(N(Cc2cc(=O)[nH]c3ccccc23)C(=O)CCl)cc1
27	0	2	6	-1	4	0	-2.9	CCNC(=S)NNC(=O)Nc1ccccc1
28	6	-3	-2	/	0	3	2.5	Cc1ccc(OCc2cc(C(=O)NC(C)Cc3cccnc3)no2)cc1C (stereo not drawn)
29	?	0	-5	-3	-9	8	-0.8	O=C(CSc1ccc2nnc(-c3ccncc3)n2n1)Nc1ccccc1F
30	6	1	-1	-12	6	-5	2.0	CCN(CC)CCCNC(=O)C1CCN(C(=O)c2oc3cc4sc(N(C)C)nc4cc3c2C)CC1
31	10	-3	/	-2	-14	2	-1.4	CCc1noc(C)c1C(=O)OCC(=O)c1ccccc1OC
32	6	6	/	1	0	6	-0.1	O=C(CSc1nnc(-c2ccc(F)cc2)c2ccccc12)NCC1CCCO1 (stereo not drawn)

Next section:
item	DENV2 CPE	SIRT5 block	miR122 inh	Casp6 inh	ERp5 block	ERAP1 HTS inh	F508del corr	canonical_smiles
33	6	4	-2	-4	-2	1	0.0	O=C(Nc1ccc2c(c1)OCCO2)C1CCCN(S(=O)(=O)c2cccnc2)C1 (stereo not drawn)
34	-7	-5	2	2	0	0	-1.1	COc1ccccc1CCNC(=O)CCn1c(=O)c2cccn2c2ccc(F)cc21
35	-6	3	/	3	-1	/	-0.8	O=c1c2ccccc2nc(COc2ccccc2)n1/N=C/c1ccc(O)cc1O
36	-11	-3	/	1	0	1	1.7	CC(C)C[C@H]1COc2c(Cl)cccc2S(=O)(=O)N1Cc1ccc(F)cc1F
37	-2	0	4	6	-6	2	-3.7	Cc1cc(C)c(S(=O)(=O)N2C[C@H]3CON(C)[C@H]3C[C@H]2c2ccc(N3CCCCC3)cc2)c(C)c1
38	73*	-5	/	-2	-1	2	4.9	CCC(=O)N1[C@H](CO)[C@@H](c2ccccc2)C12CN(Cc1nccs1)C2
39	11	-1	/	-1	-3	-1	2.7	CCCC[C@@H](O)C1=C(COc2ccccc2)C[C@H]2C(=O)N(Cc3ccccc3)C(=O)[C@H]2[C@H]1CO
40	-5	3	/	0	1	-4	1.0	Cn1cccc1/C=N/NC(=O)CSc1nc2ccccc2n1C

More records follow.
item	DENV2 CPE	SIRT5 block	miR122 inh	Casp6 inh	ERp5 block	ERAP1 HTS inh	F508del corr	canonical_smiles
41	16	7	35[16.7 µM]	3	-1	3	-5.3	COc1ccc(CN(C)C[C@H]2Oc3c(NC(=O)Nc4ccccc4)cccc3C(=O)N([C@@H](C)CO)C[C@@H]2C)cc1
42	10	2	-12	-1	-4	-2	4.4	CC(C)(C)C(=O)OCOC(=O)[C@@H]1N2C(=O)[C@@H](N=CN3CCCCCC3)[C@H]2SC1(C)C
43	2	-8	-10	0	-1	8	0.0	O=C(CSc1n[nH]c(-c2ccncc2)n1)c1cccc([N+](=O)[O-])c1
44	7	-5	-3[16.7 µM]	0	-2	1	-0.4	CNC[C@H]1Oc2ncc(C#CC3(O)CCCC3)cc2C(=O)N([C@@H](C)CO)C[C@H]1C
45	/	/	/	2	1	-4	2.3	CN(C)S(=O)(=O)c1cccc(-c2nnc(SCC(=O)NCCCCCC(=O)O)n2-c2ccc(F)cc2)c1
46	-5	-3	-6	0	-5	-2	0.7	CCCSc1nsc(NC(=O)CC)n1
47	10	5	/	13	4	5	2.1	O=C(O)c1cccc(-c2ccc(/C=N/Nc3nn[nH]n3)o2)c1
48	-1	-4	/	-7	0	-3	-0.8	CCN1CCN(C(=O)C2CCC(CNS(=O)(=O)c3ccccc3)CC2)CC1 (stereo not drawn)

Later entries
item	DENV2 CPE	SIRT5 block	miR122 inh	Casp6 inh	ERp5 block	ERAP1 HTS inh	F508del corr	canonical_smiles
49	-5	/	7	-2	6	/	0.9	CC(C)CC1(C(=O)O)NC(c2ccccc2O)C2C(=O)N(C(C)C)C(=O)C21 (stereo not drawn)
50	9	/	-1	11	-3	-1	/	Cc1ccnc(SCc2cc(=O)c(OC(=O)c3ccc(S(=O)(=O)N4CCCC4)cc3)co2)n1
51	-2	/	-2	2	-1	/	-4.2	CC(C)C[C@@H](CO)N1CCN(CCCc2ccccc2)CCC1=O
52	-8	-1	/	-3	-1	1	-8.1	Cc1ccc(NC(=O)CN(C)C(=O)COC(=O)COc2ccc(C#N)cc2)cc1
53	7	-1	/	0	9	-2	-2.5	COC(=O)[C@]12CCCCC=C1N(Cc1ccco1)C(=O)[C@H](CC(=O)N1CCN(C(=O)C3CC3)CC1)C2
54	4	-2	-1	-1	-5	-2	-0.1	O=C(Nc1c(C(=O)N2CCOCC2)cnn1-c1ccccc1)c1ccc([N+](=O)[O-])cc1
55	-11	-7	-5	2	0	4	-1.4	CC1C(=O)N(Cc2cn(CCC3OCCO3)nn2)CCS(=O)(=O)N1Cc1ccc(-c2ccc(Cl)cc2)cc1 (stereo not drawn)
56	-1	-3	/	-7	-4	-1	2.7	CCCNC(=O)N1CC2(CCN(CC3CC3)CC2)c2c(n(C)c3cc(OC)ccc23)[C@H]1CO

Next part, overlapping the part above by four compounds.
item	DENV2 CPE	SIRT5 block	miR122 inh	Casp6 inh	ERp5 block	ERAP1 HTS inh	F508del corr	canonical_smiles
53	7	-1	/	0	9	-2	-2.5	COC(=O)[C@]12CCCCC=C1N(Cc1ccco1)C(=O)[C@H](CC(=O)N1CCN(C(=O)C3CC3)CC1)C2
54	4	-2	-1	-1	-5	-2	-0.1	O=C(Nc1c(C(=O)N2CCOCC2)cnn1-c1ccccc1)c1ccc([N+](=O)[O-])cc1
55	-11	-7	-5	2	0	4	-1.4	CC1C(=O)N(Cc2cn(CCC3OCCO3)nn2)CCS(=O)(=O)N1Cc1ccc(-c2ccc(Cl)cc2)cc1 (stereo not drawn)
56	-1	-3	/	-7	-4	-1	2.7	CCCNC(=O)N1CC2(CCN(CC3CC3)CC2)c2c(n(C)c3cc(OC)ccc23)[C@H]1CO
57	1	-4	/	2	-6	8	-0.2	O=C(Cn1nnc(-c2ccccc2F)n1)OCC(=O)c1ccccc1
58	8	-4	-4	0	1	4	0.5	Cc1cc(C)n(-c2nc3ccccc3nc2N2CCN(S(=O)(=O)c3ccc(F)c(C)c3)CC2)n1
59	0	-2	7	0	0	-1	-2.3	Cc1cc(C)c(S(=O)(=O)N2CCCCC2CCNC(=O)C(=O)NCc2ccco2)c(C)c1 (stereo not drawn)
60	5	-1	6	-2	-2	0	-1.7	C=CCC[C@@H](Cc1ccc(F)cc1)C(=O)OC[C@@H](Cc1c[nH]c2ccccc12)NC(=O)[C@H](CC=C)CC(=O)N[C@H](CO)Cc1ccccc1
